Compound activity deposited in PubChem by Broad Institute.
PRC2 inh: EZH2/PRC2 methyltransferase inhibitors, primary screen, biochemical, DELFIA time-resolved fluorescence, single point; Histone-lysine N-methyltransferase EZH2 (Homo sapiens), Q15910; AID 651548, 2012; PRC2 H3K27 methylation, DELFIA TRF, 1 h; inhibition, % at 12.5 µM; actives 0.35% (n = 57,000);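 active means mean inhibition of replicates at least 50% and every single replicate also reaching 50%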;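 further: dimethyl H3K27 on biotinylated H3 21-44 peptide detected by antibody; plate controls were median neutral control wells for no effect and median positive control wells for full effect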
IDH1 mut inh: inhibitors of IDH1 R132H reductase, primary screen, biochemical, plate reader, single point | Isocitrate dehydrogenase [NADP] cytoplasmic (Homo sapiens), O75874 | diaphorase/resazurin fluorescence, 60 min | inhibition, % at 10 µM | actives 0.18% (n = 70,000) | AID 624101, 2012; in the data active means inhibition above about 34%;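 further: 0% = DMSO and 100% = no enzyme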
Target sequence (O75874 whole entry R132H): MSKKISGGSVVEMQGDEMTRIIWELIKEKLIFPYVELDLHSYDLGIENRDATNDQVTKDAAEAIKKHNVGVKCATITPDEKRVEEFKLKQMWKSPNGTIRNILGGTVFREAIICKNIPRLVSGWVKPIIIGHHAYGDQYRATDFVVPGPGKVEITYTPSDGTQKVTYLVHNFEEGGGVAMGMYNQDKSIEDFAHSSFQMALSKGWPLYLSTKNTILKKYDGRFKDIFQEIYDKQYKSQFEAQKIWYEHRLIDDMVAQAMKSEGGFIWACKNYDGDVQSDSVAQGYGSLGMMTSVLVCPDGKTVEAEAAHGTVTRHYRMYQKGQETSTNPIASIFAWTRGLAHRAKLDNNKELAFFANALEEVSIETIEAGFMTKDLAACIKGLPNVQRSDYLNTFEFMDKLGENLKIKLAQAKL
* hit, by the source's call; nt = no result given. This is a subset; rates above refer to the full screens.

SMILES	PRC2 inh	IDH1 mut inh
O=C(NCc1ccccc1)C1=C[C@@H](c2csc3ccccc23)C[C@@H](OCc2ccc(CO)cc2)O1	19	nt
O=C(N[C@H]1CC[C@H](CCNC(=O)C2CCCCC2)O[C@@H]1CO)c1ccncc1	-2	0.4
COc1ccc(NC(=O)Nc2cccc3c2O[C@@H](CN(C)CC2CCCCC2)[C@H](C)CN([C@H](C)CO)C3=O)cc1	nt	-0.3
O=C(Nc1cccc(CCc2ccccn2)c1)c1ccc(Cl)cc1	12	-0.5
O=C(C[C@H]1CC[C@H](NC(=O)CC2CC2)[C@@H](CO)O1)NCc1ccc(Cl)cc1	-17	0.1
CO[C@@H](CN(C)S(=O)(=O)c1ccc(F)cc1)[C@H](C)CN([C@@H](C)CO)S(=O)(=O)c1cccc(Cl)c1	4	0.3
CO[C@@H]1CN(C)C(=O)c2cc(NS(=O)(=O)CC(F)(F)F)ccc2OC[C@@H](C)N(Cc2nccs2)C[C@@H]1C	3	0.1
CO[C@@H](CN(C)C(=O)Nc1ccc(C(F)(F)F)cc1)[C@@H](C)CN(Cc1ccccc1Cl)[C@@H](C)CO	35	-0.7
C[C@H](CO)N1C[C@H](C)[C@H](CN(C)C(=O)Nc2ccc(C(F)(F)F)cc2)OCCCC[C@H](C)Oc2ccc(NC(=O)Nc3cccc4ccccc34)cc2C1=O	nt	3.8
COc1cc(O)c2c(=O)c(O[C@@H]3O[C@@H](CO)[C@H](O)[C@H]3O[C@@H]3O[C@@H](C)[C@H](O)[C@@H](O)[C@H]3O)c(-c3ccc(O)cc3)oc2c1	nt	0.6
O=C(Nc1cccc(Cn2cccn2)c1)c1cc(-c2ccncc2)nc2ccc(Br)cc12	-16	-0.1
COc1ccc(NC(=O)Nc2ccc3c(c2)C(=O)N([C@H](C)CO)C[C@H](C)[C@@H](CN(C)S(=O)(=O)c2ccc(Cl)cc2)OCCCC[C@H](C)O3)cc1	nt	-2.0
C[C@@H]1CN([C@H](C)CO)C(=O)Cc2cc(NC(=O)Cn3cnnn3)ccc2O[C@@H]1CN(C)S(=O)(=O)c1cccs1	nt	0.4
CCOC(=O)N(C)C[C@H]1OCc2ccccc2-c2ccccc2C(=O)N([C@H](C)CO)C[C@@H]1C	-36	-2.0
COc1ccc(S(=O)(=O)N[C@@H]2CC[C@@H](CC(=O)NCCc3ccccc3)O[C@H]2CO)cc1	6	0.0
COc1ccc(COCC23N=C4SCCCN4[C@H](c4ccccc4O2)[C@H]3COC(=O)c2ccccc2)cc1	-2	nt
CCCNC(=O)N1C[C@H](C)[C@H](OC)CN(C)C(=O)c2ccc(NS(=O)(=O)CC(F)(F)F)cc2OC[C@H]1C	7	-0.1
C[C@H]1CN([C@@H](C)CO)S(=O)(=O)c2ccc(C#Cc3ccncc3)cc2O[C@H]1CN(C)S(=O)(=O)c1ccc(F)cc1	9	0.6
Cc1noc(C)c1NC(=O)NCC[C@@H]1CC[C@@H](NC(=O)c2ccncc2)[C@@H](CO)O1	3	0.2
O=C(NC1CCCCC1)N[C@H]1CC[C@@H](CCNS(=O)(=O)c2ccc(F)cc2)O[C@H]1CO	-1	-0.3
O=S(=O)(N[C@H]1CC[C@@H](CCNS(=O)(=O)c2ccccc2Cl)O[C@H]1CO)c1ccccc1	6	0.2
C[C@@H]1CCCCO[C@@H](CN(C)Cc2ccc3c(c2)OCO3)[C@@H](C)CN([C@H](C)CO)C(=O)c2cc(NS(=O)(=O)c3cn(C)cn3)ccc2O1	nt	2.6
COc1ccc(S(=O)(=O)N(C)C[C@@H]2OCCCC[C@@H](C)Oc3ccc(NC(=O)Nc4ccc5c(c4)OCO5)cc3C(=O)N([C@@H](C)CO)C[C@H]2C)cc1	nt	1.1
COc1ccc(CN(C)C[C@@H]2Oc3ccc(NC(=O)Nc4c(C)noc4C)cc3C(=O)N([C@H](C)CO)C[C@H]2C)cc1	2	1.5
CC(C)NC(=O)N[C@@H]1CC[C@H](CCNC(=O)C2CCCC2)O[C@@H]1CO	12	-0.1
Going on with the list:
SMILES	PRC2 inh	IDH1 mut inh
CCCC(=O)Nc1ccc2c(c1)C(=O)N(C)C[C@H](OC)[C@@H](C)CN(C(=O)c1ccccn1)[C@@H](C)CO2	3	-0.5
CCCN(C)C[C@H]1OCCCC[C@@H](C)Oc2ccc(NS(=O)(=O)c3cn(C)cn3)cc2C(=O)N([C@H](C)CO)C[C@@H]1C	-6	0.0
COC(=O)c1ccccc1NC(=O)CSc1nnc(C23CC4CC(CC(C4)C2)C3)n1C	1	-0.1
Cc1ccc(S(=O)(=O)Nc2ccc3c(c2)C(=O)N([C@H](C)CO)C[C@@H](C)[C@H](CN(C)Cc2ccc4c(c2)OCO4)O3)cc1	6	nt
CO[C@H]1CC[C@@H]2CCN(C)C(=O)[C@@H](C)[C@H](OC)CN(C)C(=O)c3cccc(C#N)c3OC[C@@H]1O2	-6	0.2
N#CC(=C(/N)Sc1ccccc1N)/C(C#N)=C(\N)Sc1ccccc1N	nt	-6.6
O=C1CC[C@@H]2c3[nH]c4ccc(Br)cc4c3CCN12	-5	nt
CS(=O)(=O)N(CC(=O)Nc1ccccc1Sc1ccccc1)c1ccc(F)cc1	nt	0.1
C[C@@H]1CN([C@H](C)CO)C(=O)Cc2cc(NC(=O)CCCCCC(=O)Nc3ccccc3N)ccc2O[C@@H]1CN(C)C(=O)NC1CCCCC1	-4	nt
COc1cc(OC)cc(-c2nnc(SCC(=O)c3cccc([N+](=O)[O-])c3)o2)c1	5	-0.1
C[C@@H]1CN([C@H](C)CO)C(=O)Cc2cc(NC(=O)NC3CCCCC3)ccc2O[C@H]1CN(C)S(C)(=O)=O	0	nt
C[C@@H]1CN([C@@H](C)CO)C(=O)c2cc(C3=CCCCC3)cnc2O[C@H]1CN(C)Cc1ccc(C(=O)O)cc1	16	nt
C[C@H](CO)N1C[C@H](C)[C@H](CN(C)Cc2ccc(C(F)(F)F)cc2)Oc2c(NC(=O)Nc3ccccc3)cccc2C1=O	-10	2.1
C=CCN1C(=O)[C@@]2(O[C@@H](CCO)[C@H]([Si](C)(C)c3ccc(OC)cc3)[C@H]2C)c2cc(I)ccc21	44	nt
C[C@H]1CN([C@@H](C)CO)C(=O)c2cc(NC(=O)Cc3ccccc3)ccc2O[C@H]1CN(C)CC1CCCCC1	2	-0.2
O=C(Nc1cccc(Cl)c1)N[C@@H]1CC[C@@H](CCNC(=O)C2CCC2)O[C@H]1CO	6	0.3
O=C(N[C@@H]1C=C[C@H](CC(=O)N2CCN(c3ccccc3)CC2)O[C@H]1CO)c1ccccc1	-2	0.1
CCOc1ccc(NC(=O)CSc2n[nH]c(=O)n2-c2ccccc2)cc1	10	0.1
C[C@H]1CN([C@@H](C)CO)C(=O)c2cc(C#CC3CCCCC3)cnc2O[C@@H]1CN(C)C(=O)Nc1ccccc1	-7	nt
CO[C@@H]1CN(C)C(=O)c2cc(NC(=O)C3CCOCC3)ccc2OC[C@@H](C)NC[C@H]1C	-12	-0.3
COc1cccc2cc(-c3nnc(SCC(=O)Nc4sc5c(c4C#N)CCCC5)n3C)oc12	-8	0.4
C[C@@H]1CN([C@H](C)CO)C(=O)c2cc(NS(=O)(=O)c3cn(C)cn3)ccc2O[C@@H]1CN(C)S(=O)(=O)c1cn(C)cn1	nt	1.5
Cc1cccc(CN(C)C[C@H]2OCc3cnnn3CCCC(=O)N([C@H](C)CO)C[C@H]2C)c1	5	0.4
COc1ccc(S(=O)(=O)Nc2ccc3c(c2)C(=O)N([C@H](C)CO)C[C@@H](C)[C@@H](CN(C)Cc2ccc4c(c2)OCO4)O3)cc1	nt	-0.3
CO[C@H]1CN(C)C(=O)c2cc(NC(C)=O)ccc2OC[C@H](C)N(Cc2cncnc2)C[C@H]1C	-2	0.3

The final 4 compounds of the part above are carried over, then new ones follow.
SMILES	PRC2 inh	IDH1 mut inh
C[C@@H]1CN([C@H](C)CO)C(=O)c2cc(NS(=O)(=O)c3cn(C)cn3)ccc2O[C@@H]1CN(C)S(=O)(=O)c1cn(C)cn1	nt	1.5
Cc1cccc(CN(C)C[C@H]2OCc3cnnn3CCCC(=O)N([C@H](C)CO)C[C@H]2C)c1	5	0.4
COc1ccc(S(=O)(=O)Nc2ccc3c(c2)C(=O)N([C@H](C)CO)C[C@@H](C)[C@@H](CN(C)Cc2ccc4c(c2)OCO4)O3)cc1	nt	-0.3
CO[C@H]1CN(C)C(=O)c2cc(NC(C)=O)ccc2OC[C@H](C)N(Cc2cncnc2)C[C@H]1C	-2	0.3
C[C@H]1CN([C@@H](C)CO)C(=O)Cc2cc(NC(=O)Nc3ccccc3)ccc2O[C@H]1CN(C)S(=O)(=O)c1ccc(F)cc1	-8	2.5
C[C@H](CO)N1C[C@H](C)[C@H](CN(C)Cc2ccc3c(c2)OCO3)Oc2ccc(NC(=O)Nc3ccc(C(F)(F)F)cc3)cc2C1=O	nt	0.2
C[C@@]1(C2CCCC2)Cc2cc(OCC(=O)O)c(Cl)c(Cl)c2C1=O	8	4.0
N#C/C(=C/c1ccc(O)c(O)c1)C(=O)NCCCCc1ccccc1	9	-0.6
C[C@H]1CN([C@@H](C)CO)C(=O)Cc2cc(NC(=O)CCCCCC(=O)Nc3ccccc3N)ccc2O[C@H]1CN(C)C	-1	0.2
C/C=C/c1cnc2c(c1)C(=O)N([C@@H](C)CO)C[C@@H](C)[C@@H](CN(C)C(=O)Nc1ccc(C(F)(F)F)cc1)O2	-17	-2.0
COCC(=O)Nc1ccc2c(c1)[C@@H]1C[C@H](CC(=O)NCCN3CCCCC3)O[C@@H](CO)[C@@H]1O2	5	0.0
CCC(=O)Nc1ccc2c(c1)OC[C@H](C)N(Cc1ccccc1C(=O)O)C[C@@H](C)[C@H](OC)CN(C)C2=O	3	-0.1
CC(C)(C)[S@](=O)N1Cc2cc(C(=O)NCCc3ccncc3)nc(-c3cccc(-c4cccnc4)c3)c2[C@@H]1CCO	-1	0.0
CCC(=O)N1C[C@@H](C)[C@@H](OC)CN(C)C(=O)c2ccc(NC(=O)C3CCOCC3)cc2OC[C@H]1C	13	nt
C[C@H](CO)N1C[C@H](C)[C@@H](CN(C)C)Oc2c(NC(=O)C3CC3)cccc2C1=O	7	-0.1
COc1ccccc1CC(=O)Nc1ccc(-c2noc(-c3ccc(OC)c(OC)c3)n2)cc1	-32	0.2
CC(C)COC(=O)N(C)C[C@H]1OCc2ccccc2-c2c(n(C)c3ccccc23)C(=O)N([C@@H](C)CO)C[C@@H]1C	-14	nt
O=C1Cc2ccccc2N1c1c(Cl)cccc1Cl	-12	0.4
CN(C)CC(=O)N[C@H]1CC[C@H](CCNC(=O)C2CCCCC2)O[C@@H]1CO	5	0.2
O=C(C[C@@H]1C[C@H]2c3cc(NC(=O)c4ccc5c(c4)OCO5)ccc3O[C@H]2[C@@H](CO)O1)NCc1cccc(F)c1	-9	-0.3
C[C@@H]1CN([C@@H](C)CO)C(=O)c2cccc(NS(=O)(=O)c3cccs3)c2O[C@H]1CN(C)C	nt	-0.4
O=C(NO)c1cccc(C(=O)N/N=C/c2cccc(O)c2)c1	-5	0.0
C[C@@H]1CCCCO[C@@H](CN(C)Cc2ccccc2)[C@H](C)CN([C@@H](C)CO)C(=O)c2cc(NC(=O)Nc3ccc4c(c3)OCO4)ccc2O1	nt	2.3
C[C@@H]1CCCCO[C@@H](CN(C)CC2CC2)[C@@H](C)CN([C@H](C)CO)C(=O)c2cc(NS(=O)(=O)c3cn(C)cn3)ccc2O1	nt	2.7
C[C@@H]1CN([C@H](C)CO)C(=O)Cc2cc(NC(=O)NC3CCCCC3)ccc2O[C@@H]1CN(C)C(=O)NC1CCCCC1	nt	0.6
O=C(C[C@H]1C[C@H]2c3cc(NC(=O)NC4CCCC4)ccc3O[C@H]2[C@@H](CO)O1)NC1CCCC1	-4	0.2
C[C@H]1CN([C@@H](C)CO)C(=O)Cc2cc(NC(=O)CCN3CCOCC3)ccc2O[C@H]1CN(C)Cc1ccc2c(c1)OCO2	-6	1.2
C[C@H]1CN([C@@H](C)CO)C(=O)c2cc(NS(=O)(=O)c3ccc(Cl)cc3)ccc2O[C@@H]1CN(C)Cc1ccc(C(=O)O)cc1	nt	-0.1
O=C(N[C@H]1CC[C@@H](CC(=O)N2CCCCC2)O[C@H]1CO)c1cccc(F)c1	-5	-0.5

Full records, quoted from the list:
O=C(N[C@H]1CC[C@@H](CC(=O)N2CCCCC2)O[C@H]1CO)c1cccc(F)c1 as listed: PRC2 inh: -5; IDH1 mut inh: -0.5
C[C@H]1CN([C@@H](C)CO)C(=O)Cc2cc(NC(=O)Nc3ccccc3)ccc2O[C@H]1CN(C)S(=O)(=O)c1ccc(F)cc1 as listed: PRC2 inh: -8; IDH1 mut inh: 2.5
COCC(=O)Nc1ccc2c(c1)[C@@H]1C[C@H](CC(=O)NCCN3CCCCC3)O[C@@H](CO)[C@@H]1O2 as listed: PRC2 inh: 5; IDH1 mut inh: 0.0

Later entries:
SMILES	PRC2 inh	IDH1 mut inh
Cn1nnnc1SCC(=O)Nc1cc(Cl)cc(Cl)c1	5	0.2
C[C@@H]1CN([C@H](C)CO)C(=O)c2cccc(NC(=O)c3ccncc3)c2O[C@H]1CN(C)Cc1ccc(-c2ccccc2)cc1	1	nt
C[C@H]1CN([C@@H](C)CO)C(=O)Cc2cc(NC(=O)Nc3ccc(C(F)(F)F)cc3)ccc2O[C@H]1CN(C)CC1CCCCC1	nt	-0.2
O=C(C[C@@H]1C[C@@H]2c3cc(NC(=O)C4CCC4)ccc3O[C@@H]2[C@@H](CO)O1)NCCc1ccccc1	-6	0.5
C[C@@H]1CCCCO[C@@H](CN(C)C(=O)Nc2ccc(F)cc2)[C@H](C)CN([C@H](C)CO)C(=O)c2cc(NC(=O)CCC(F)(F)F)ccc2O1	nt	3.0
CCCN(C)C[C@H]1Oc2ncc(-c3ccccc3)cc2C(=O)N([C@@H](C)CO)C[C@@H]1C	6	-1.6
